Akt phos inh – blocks phosphorylation of Akt | Neuro2A IGF-stimulated pAkt S473 HTRF, 20 min; active compounds read low | 0.32% of 360,000 active | activity change, % for hits at 50 µM; in the data active = activity change below about -80%; inconclusive = mostly about -51% to -80%; note: % is set by controls: 0 for no effect and ±100 for the full control effect
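Neuro2A cells in DMEM with 0.5% FBS, overnight at 37 deg C, given compound at single 50 µM final, then IGF (6 nM final) for 20 min at 37 deg C. Lysed; phospho-Akt Ser473 by HTRF after 24 h, 665/615 ratio.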
A549 tox – A549 cytotoxicity, counter-screen for Nrf2 inhibitors | 0.16% of 390,000 active | AID 504648 | A549 ARE-Fluc cells, CellTiter-Fluor viability, 18-24 h | Potency, µM (top dose mostly 46 µM), for inactives: top-dose activity change, negative = cytotoxicity, most hits filed as inhibitors; note: potency is the fitted concentration of half-maximal effect; % is set by controls: 0 for no effect and ±100 for the full control effect
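A549 ARE-Fluc cells in 5% FBS OPTI-MEM, 5000 cells/well, rested 2 h then exposed to compounds in concentration-response for 18-24 h at 37 °C. Viability by CellTiter-Fluor fluorescence (Ex 405/Em 525) after 30 min; luciferase luminescence (BugLite, 15 min, RT) read afterwards.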
MmCpn inh – M. maripaludis TRiC chaperonin inhibition | purified Mm-Cpn ATPase, ADP Transcreener TR-FRET | Potency, µM (series often up to 76.9 µM), inactives show at the highest dose activity, negative = inhibition, hits mostly inhibitors | 0.031% of 330,000 active; note: potency is the fitted concentration of half-maximal effect; % is set by controls: 0 for no effect and ±100 for the full control effect; nearly all actives have a fitted effect of over 80% in size
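Compound-treated chaperonin, 25 nM final, turns over 10 uM ATP at 37°C for 30 min following a 10 min preincubation; ADP generated competes with ADP-d2 for Eu-cryptate antibody, lowering FRET.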
CCT chaperon mod – cytosolic chaperonin activity modulation; activity change, % (concentration not given with the values), hits read low; 0.3% of 360,000 active; purified chaperonin ATPase assay, HTRF ADP detection, 30 min; in the data active = activity change below about -30%; note: % is set by controls: 0 for no effect and ±100 for the full control effect
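TRiC (40 or 20 nM final, by batch activity) in 30 mM Tris pH 7.4, 100 mM KCl, 5 mM MgCl2, 1 mM DTT was treated with compound at 76 uM single dose, then 10 uM ATP, 30 min at 37 °C. ADP was read by HTRF Transcreener.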
Nrf2 activator – activates Nrf2 signaling | AREc32 ARE-luciferase reporter (MCF7-derived line), luminescence, 24 h | 0.31% of 410,000 active | AID 624171 | Potency, µM (titrated, usually from 46.1 µM), inactives show top-dose activation, actives largely listed as activators; note: potency is the fitted concentration of half-maximal effect; % of control where 0% means no effect; nearly all actives have a fitted effect of over 65% in size
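Reporter line AREc32 (ARE-Fluc), seeded overnight in OPTI-MEM with 5% FBS; compound pin-transferred, 24 hr at 37 deg C, 5% CO2; luminescent read-out.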
Abeta yeast res – A-beta toxicity reversal in yeast. 0.063% of 410,000 active. yeast expressing A-beta42, growth rescue, OD600, 48 h; response scale: 0% DMSO, 100% iron-clioquinol control. Potency, µM (top dose mostly 46.1 µM), inactives show top-dose growth rescue, actives largely listed as activators; note: potency is the fitted concentration of half-maximal effect; nearly all actives have a fitted effect of over 55% in size
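Yeast growth medium received pinned compounds, then yeast cells expressing toxic A-beta were added; plates incubated at 30 C for 48 hr. Growth read as absorbance at 600 nm, normalized to DMSO and equimolar FeCl3 plus clioquinol controls.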
Nrf2 block – inhibitors of Nrf2 signaling | Potency, µM (doses to about 46 µM), without a hit: top-dose activity change, negative = inhibition, usual class: inhibitors | A549 ARE-Fluc reporter, luciferase luminescence, 18-24 h | 2.1% of 360,000 active; note: potency is the fitted concentration of half-maximal effect; % is set by controls: 0 for no effect and ±100 for the full control effect; nearly all actives have a fitted effect of over 60% in size
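A549 ARE_Fluc cells, 5000/well, 5% FBS OPTI-MEM; compounds in dose-response, 18-24 h at 37 °C/5% CO2; CellTiter-Fluor viability read (Ex 405/Em 525), then BugLite luciferase luminescence = Nrf2 activity.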
HepG2 viability – kills HepG2 cells in TGF-b inhibitor counter-screen; 0.76% of 410,000 active; HepG2 CAGA-GFP viability, ATP luminescence, 18 h; Potency, µM (doses to about 46.1 µM), inactives show at the top dose activity change, negative = cytotoxicity, hits mostly cytotoxic; AID 588856; note: potency is the fitted concentration of half-maximal effect; some results filed as inactive show a strong effect at the top dose
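CellTiter-Glo luminescence gave cytotoxicity after 18 hours at 37 degrees C. The cells were HepG2 CAGA-GFP in 1% FBS DMEM, stimulated with 500 pg/mL TGF-beta after compound addition. %Activity was normalised to no-cell wells (complete cell-killing) and DMSO (no toxicity), and curves were fitted and classified.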
TGFb SMAD3 inh – blocks TGF-b signaling; HepG2 CAGA-GFP TGF-b/SMAD3 reporter, GFP fluorescence, 18 h; TGF-beta stimulated, 500 pg/mL final; AID 588855; 1.2% of 410,000 active; Potency, µM (highest dose often 46.1 µM), for the others: at the highest dose activity, negative = inhibition, usual class: inhibitors; note: potency is the fitted concentration of half-maximal effect; % is set by controls: 0 for no effect and ±100 for the full control effect; nearly all actives have a fitted effect of over 65% in size
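Cell-based qHTS in HEPG2 carrying a CAGA-GFP Smad reporter; compounds added before 500 pg/mL final TGF-beta, 18 h incubation at 37 degrees C, GFP fluorescence quantified per cell by imaging cytometry.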
* hit, by the source's call; i = inactive; u = inconclusive; x = no result given; & = joins results of further samples; [ ] = remark or other dose. Unless noted, calls come from the whole dose curve; as a rule, active = well fitted curve in the direction sought with a large enough effect; inconclusive = small, poorly fitted or top-dose-only effect, or another doubt; inactive = no such curve, though single readings can be large; an effect the other way counts as inactive or inconclusive. No enrichment for hits, and some 4.3% of all compounds hit somewhere here.

SMILES	Akt phos inh	A549 tox	MmCpn inh	CCT chaperon mod	Nrf2 activator	Abeta yeast res	Nrf2 block	HepG2 viability	TGFb SMAD3 inh
CCn1cc(C(=O)N[C@H](C(=O)O)C(C)C)c(=O)c2cc3c(cc21)OCO3	i	0%	-4%	1.2	5.3%	-8%	-9%	-1%	13%
CCCCOc1ncnc2c1[nH]c1ccc(F)cc12	i	-17%	1%	-0.7	3.7%	-4%	2.1µM*	-12%	-8%
COc1ccc2nc3oc(C(=O)N4CCN(c5ccccc5F)CC4)cc3cc2c1	i	0%	-6%	-2.2	-0.5%	7%	7%	8%	3%
CCNC(=O)CC1SC(=Nc2ccc(Cl)cc2)N(CC)C1=O (centres undefined)	i	14%	1%	1.4	-0.3%	-2%	-8%	13µM*	u
CC(=O)Nc1ccc(C(=O)COC(=O)C2CC2)c(F)c1	i	0%	-5%	-0.9	-0.1%	14%	5%	-10%	8%
CC1Cc2cc(-c3csc(NC(=O)Cc4ccccc4)n3)ccc2N1S(C)(=O)=O (centres undefined)	i	-24%	u	0.6	5.5%	-4%	15µM*	-30%	u
Cc1cc(C)c2oc(C(=O)Nc3c(C(=O)c4ccc(F)cc4)oc4ccccc34)cc(=O)c2c1	x	13%	x	x	1.4%	-9%	15%	1%	9%
COc1ccc(CC(NC(C)=O)C(=O)NC2CCN(C(=O)C3CCCCC3)CC2)cc1OC (centres undefined)	i	0%	2%	0.3	-0.9%	9%	-11%	2%	9%
Cc1cc(C)cc(NC(=S)NCc2cccnc2)c1	i	2%	2%	-1.3	1.4%	14%	7%	5%	-5%
Cc1cc(N)cc(C)c1-c1c(Br)cc(N)cc1Br	i	-5%	x	-2.4	-0.5%	-2%	-1%	-33%	u
Cc1nnc(NC(=O)c2ccc3c(c2)C(=O)N(CCC(C)C)C3=O)s1	i	-13%	0%	1.5	-0.3%	-2%	u	-30%	-11%
CC(O)(c1cccc(F)c1)c1nc(-c2ccc(S(C)(=O)=O)cc2)cs1 (centres undefined)	i	x	x	2.4	3.8%	-4%	x	-36%	u
CCOc1ccccc1NC(=S)N1CCCc2ccccc21	i	3%	1%	-2.0	7.4%	u	12%	-19%	7%
CC1=C(C(=O)Nc2ccc(Cl)cc2)C(C(C)C)n2nc(SCc3ccc(Cl)cc3)nc2N1 (centres undefined)	x	3%	x	x	-0.3%	-20%	1%	-23%	5%
Cc1nc2c3ccccc3nc(NNC(=O)CCC(=O)NC(C)C)n2n1	i	u	1%	-1.9	0.0%	-13%	-9%	1%	22%
Cc1c(NC(=O)C(C)OC(=O)COc2ccc(C#N)cc2)c(=O)n(-c2ccccc2)n1C (centres undefined)	i	-2%	-5%	-4.3	-0.6%	10%	u	0%	17%
O=C(COC(=O)c1ccc(O)cc1)Nc1nccs1	i	-2%	-4%	-2.0	1.9%	-17%	29%	-1%	2%
COc1cc(C)ccc1OCc1cc(C(=O)N2CCCCCCC2)no1	i	4%	-5%	0.4	3.8%	17%	u	-15%	-9%
CCOC(=O)c1cc(S(=O)(=O)N(C)Cc2ccccc2)cn1C	i	1%	1%	0.0	-1.7%	11%	-13%	-13%	-17%
Cc1ccc(S(=O)(=O)Nc2cccc3ccccc23)cc1	x	-1%	x	x	x	x	8%	0%	-8%
CCCc1cc(=O)[nH]c2nnc(SCC(=O)Nc3ccc(NC(C)=O)cc3)n12	i	-5%	-1%	-0.8	0.0%	2%	4%	1%	5%
Cc1nc2ccc(S(=O)(=O)NCC(=O)N(C)Cc3ccccc3)cc2s1	i	0%	3%	-2.4	-0.3%	-3%	-23%	8%	-2%
CC(C)C[C@@H](CO)N1CCN(Cc2ccccc2)CCC1=O	i	5%	3%	-0.5	-0.5%	3%	6%	-19%&18%&-11%	0%&0%&-27%
COc1ccccc1NC1=C(N2CCCCC2)C(=O)c2ccccc2C1=O	i	-13%	-2%	-1.4	-0.9%	-62%[inhibitor]	u	16µM*	u
O=C1NC[C@H](c2ccccc2)N(CCc2cccc3ccccc23)C1=O	i	2%	1%	-2.9	-0.8%	2%	15%	-27%	-9%

Whole records, quoted from the list. Values in the order: Akt phos inh | A549 tox | MmCpn inh | CCT chaperon mod | Nrf2 activator | Abeta yeast res | Nrf2 block | HepG2 viability | TGFb SMAD3 inh
CCCCOc1ncnc2c1[nH]c1ccc(F)cc12 is entered as i | -17% | 1% | -0.7 | 3.7% | -4% | 2.1µM* | -12% | -8%
Cc1nc2ccc(S(=O)(=O)NCC(=O)N(C)Cc3ccccc3)cc2s1 is entered as i | 0% | 3% | -2.4 | -0.3% | -3% | -23% | 8% | -2%
CCOc1ccccc1NC(=S)N1CCCc2ccccc21 is entered as i | 3% | 1% | -2.0 | 7.4% | u | 12% | -19% | 7%

(next part)
SMILES	Akt phos inh	A549 tox	MmCpn inh	CCT chaperon mod	Nrf2 activator	Abeta yeast res	Nrf2 block	HepG2 viability	TGFb SMAD3 inh
COC(=O)c1ccc(NC(=O)CN(c2ccc(C)cc2)S(=O)(=O)c2c(C)n[nH]c2C)cc1	i	-15%	-2%	0.5	0.7%	-5%	-15%	-5%	-26%
CCCCCCn1nc(C(=O)N(CC(C)C)c2c(N)n(CCCC)c(=O)[nH]c2=O)c2ccccc2c1=O	i	-7%	-5%	-1.0	-0.2%	-5%	0%	-12%	u
CC1CN(C(=O)c2cc([N+](=O)[O-])cc([N+](=O)[O-])c2)CC(C)O1 (centres undefined)	i	-2%	-6%	-1.7	0.3%	10%	-6%	-24%	-22%
O=C(O)c1ccccc1SCc1cn2ccccc2n1	i	2%	2%	-2.1	0.2%	2%	0%	-33%	3%
O=C(Cn1cnc2cc([N+](=O)[O-])ccc2c1=O)NCCc1ccc(F)cc1	i	0%	-1%	-3.5	0.0%	-1%	-18%	-1%	-13%
Cn1c(=O)[nH]c(=O)c2c1nc(N1CCCC1)n2CC(O)COc1ccccc1 (centres undefined)	i	0%	-3%	-1.7	0.0%	-3%	-14%	-8%	-4%
COc1cc(C#Cc2c(-c3cncn3C)n(C)c3ccc(-c4ccc5cc[nH]c5c4)cc23)cc(OC)c1	i	-12%	-15%	1.2	12%	-18%	u	-3%	-10%
CSc1ccc(CCNC(=O)CN2C(=O)COc3ccc(S(=O)(=O)N4CCCCCC4)cc32)cc1	x	u	x	x	0.7%	-18%	u	-24%	u
CCN(CC(=O)Nc1ccc(C(=O)OC)cc1)Cc1ccccc1	i	11%	1%	-0.9	2.1%	8%	1%	-1%	3%
COc1ccc(C2=CC(c3ccccc3Cl)n3nc(-c4ccc(C)cc4)nc3N2)cc1 (centres undefined)	x	-8%	x	x	0.3%	u	-27%	-8%	-8%
CCCCNC(=S)Nc1ccc2[nH]c(=O)[nH]c2c1	i	1%	-2%	0.1	-0.1%	-10%	0%	0%	1%
COc1ccc(NC(=O)N2CCn3c2nc2ccccc23)cc1	i	-5%	0%	-4.8	11%	-2%	7%	-4%	-30%
O=C(c1cn(-c2ccccc2)nc1-c1ccccc1)N1CCN(c2ccccn2)CC1	i	-4%	1%	1.2	2.3%	-7%	-21%	11%	-1%
C=CCOC(=O)C(C#N)c1nc2ccccc2nc1N1CCC(C(=O)OCC)CC1 (centres undefined)	i	-14%	0%	1.3	-0.2%	18%	9%	-32%	-5%
Cc1ccn2c(=O)c(C(=O)NCCN3CCOCC3)c(O)nc2c1	i	7%	0%	0.3	-0.8%	-3%	11%	2%	10%
Cc1nn(CC(=O)NCc2ccccc2Br)c(=O)c2cc3occc3n12	x	10%	x	x	-0.4%	-13%	15%	3%	x
O=C(NCc1ccccc1)c1ccc(-c2ccc(F)cc2)o1	i	-4%	2%	2.0	0.9%	-20%	22%	-18%	-2%
c1ccc(CCCNCC2COc3ccccc3O2)cc1 (centres undefined)	i	-2%	1%	-1.9	0.2%	0%	2%	-25%	-19%
O=c1[nH][nH]c(=O)c2cc(N3CCCC3)ccc12	i	-6%	-9%	-1.8	-0.3%	14%	2%	3%	18%
COc1ccc(-c2nnn(CC(=O)NC(=O)NC3CCCCC3)n2)cc1OC	i	0%	1%	1.7	-0.7%	-3%	-10%	-2%	-28%
O=C(N/N=C/c1ccc([N+](=O)[O-])o1)c1cccc(S(=O)(=O)N2CCOCC2)c1	i	-7%	-4%	1.7	u	-15%	u	-41%	-2%
COCCNC(=O)CSc1nc2ccccc2c(=O)n1CC1CCCO1 (centres undefined)	i	-2%	1%	-0.5	0.2%	-8%	6%	7%	6%
O=C(COC(=O)C1(c2ccc(F)cc2)CCCC1)N1CCN(C(=O)c2ccco2)CC1	i	-10%	-5%	2.0	0.6%	5%	-2%	13%	12%
Cc1ccccc1CSc1nnc(-c2ccccn2)n1C	i	-9%	2%	-0.9	0.5%	10%	11%	-22%	17%

Compound activity deposited in PubChem by National Center for Advancing Translational Sciences (NCATS).
